TEAD-YAP block: TEAD-YAP interaction inhibition; HEK-TIYL cells, TEAD-Gal4/YAP UAS-luciferase luminescence; inhibition, % at 9.12 µM; 1.4% of 640,000 active; AID 1259422; in the data active = inhibition above about 32%;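 note: 0% = median of test compound wells and 100% = reference inhibitor wells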
MITF inh: blocks human microphthalmia-associated transcription factor | O75030 | AlphaScreen MITF homodimerization, bead proximity signal | inhibition, % at 2.6 µM | 0.91% of 650,000 active; in the data active = inhibition above about 50%;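 note: 0% = vehicle wells with protein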
Target sequence (O75030 whole entry, looked up): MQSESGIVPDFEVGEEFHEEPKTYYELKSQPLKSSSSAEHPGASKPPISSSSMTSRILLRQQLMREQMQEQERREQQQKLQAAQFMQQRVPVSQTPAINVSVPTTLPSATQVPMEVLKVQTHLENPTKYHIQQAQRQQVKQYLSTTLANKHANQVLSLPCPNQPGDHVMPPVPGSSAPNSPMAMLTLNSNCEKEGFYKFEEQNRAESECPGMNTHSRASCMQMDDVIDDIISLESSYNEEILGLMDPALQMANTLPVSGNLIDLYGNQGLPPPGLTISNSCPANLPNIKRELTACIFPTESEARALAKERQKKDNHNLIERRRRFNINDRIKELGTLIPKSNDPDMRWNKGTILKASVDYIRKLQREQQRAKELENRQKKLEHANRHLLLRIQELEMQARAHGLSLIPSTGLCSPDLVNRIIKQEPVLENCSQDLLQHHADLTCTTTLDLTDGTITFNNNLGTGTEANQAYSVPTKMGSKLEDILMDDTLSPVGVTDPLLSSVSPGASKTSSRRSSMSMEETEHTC
FBW7 activator: activators of human E3 ligase FBW7 | Q969H0 | AlphaScreen FBW7–phospho-cyclin E peptide binding, activator screen | normalized activity (activation), % at 26.1 µM | 0.13% of 650,000 active | AID 1259310; in the data active = normalized activity above about 1.9%;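 note: purified mutant Fbw7 with reduced substrate affinity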
GPR151 activ: activates the human receptor GPR151; Q8TDV0; AID 1508602; 1% of 650,000 active; activation, % at 11.2 µM; PathHunter beta-arrestin GPR151 cells, luminescence; in the data active = activation above about 4.9%;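 note: 0% = median of compound wells and 100% = cells with positive control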
Target sequence (Q8TDV0 whole entry, looked up): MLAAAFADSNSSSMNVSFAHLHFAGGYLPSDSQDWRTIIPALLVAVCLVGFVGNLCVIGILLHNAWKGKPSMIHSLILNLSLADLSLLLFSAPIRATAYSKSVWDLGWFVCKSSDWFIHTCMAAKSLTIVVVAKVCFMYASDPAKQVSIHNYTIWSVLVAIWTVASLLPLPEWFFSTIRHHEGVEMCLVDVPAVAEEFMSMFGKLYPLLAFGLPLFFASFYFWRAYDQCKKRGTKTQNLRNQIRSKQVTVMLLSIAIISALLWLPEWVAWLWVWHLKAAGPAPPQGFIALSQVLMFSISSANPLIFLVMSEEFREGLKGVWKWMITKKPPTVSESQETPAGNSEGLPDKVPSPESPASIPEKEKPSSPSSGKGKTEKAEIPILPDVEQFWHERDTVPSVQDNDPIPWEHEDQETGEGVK
Active calls of the source: *.

Screening COc1ccc(CCNC(=O)CSc2ccc3nc(-c4ccccc4)cn3n2)cc1OC returned TEAD-YAP block -6.5, MITF inh 24.0, FBW7 activator 0.2 and GPR151 activ -0.6.
For COc1ccc(-c2cc(C(F)(F)F)n3ncnc3n2)cc1 the results were TEAD-YAP block 2.7, MITF inh 8.2, FBW7 activator -0.1 and GPR151 activ 0.1.
Screening O=C1c2oc3ccccc3c(=O)c2C(c2ccncc2)N1Cc1ccco1 (configuration not stated) returned TEAD-YAP block 7.6, MITF inh -5.0, FBW7 activator 0.0 and GPR151 activ 1.3.
Screening Cc1cc(NCCO)nc(-c2c(C)nn(C)c2C)n1 returned TEAD-YAP block -2.4, MITF inh -5.0, FBW7 activator 0.1 and GPR151 activ 1.6.
CCOC(=O)CN1CCNC(C(=O)N2CCCC2)C1 (configuration not stated) was read as TEAD-YAP block -2.1, MITF inh 15.3, FBW7 activator 0.3 and GPR151 activ -2.9.
Screening CCNc1nc2ccc(C(=O)Nc3ccc(N4CCOCC4)cc3)cc2s1 returned TEAD-YAP block -1.2, MITF inh 18.8, FBW7 activator 0.1 and GPR151 activ -0.8.
For C=CCOc1c(Cl)cc(/C=C2/NC(=S)NC2=O)cc1OC the results were TEAD-YAP block 4.9, MITF inh -13.8, FBW7 activator -0.1 and GPR151 activ 0.0.
`COc1ccc(C(c2nnnn2Cc2ccco2)N2CCN(c3ccccc3)CC2)cc1` (configuration not stated) gave TEAD-YAP block 5.0, MITF inh 2.9, FBW7 activator 0.1 and GPR151 activ 0.0.
`CCc1c(-c2ccccc2)n(CCCOC)c2nc3c(c(=O)n(C)c(=O)n3C)n12` gave TEAD-YAP block -13.9, MITF inh 3.9, FBW7 activator 0.0 and GPR151 activ 1.0.
Screening Cc1ccc(C)c(NC(=O)C2CC(O)CN2C(=O)OCc2ccccc2)c1 (configuration not stated) returned TEAD-YAP block 4.5, MITF inh -5.4, FBW7 activator -0.1 and GPR151 activ 0.3.
CC(C)N(CCNc1nc(-c2ccc(N3CCOCC3)nc2)nc2nc[nH]c12)C(C)C was read as TEAD-YAP block -11.4, MITF inh -7.4, FBW7 activator 0.1 and GPR151 activ -0.7.
`COCCCN1C(=O)C2C(C(=O)Nc3ccc(Br)cc3)C3C=CC2(O3)C1C(=O)NC1CCCCC1` (configuration not stated) gave TEAD-YAP block 2.2, MITF inh 6.2, FBW7 activator 0.1 and GPR151 activ 1.9.
`O=C(CCC1=NS(=O)(=O)c2ccccc2N1)NCCC1=CCCCC1` gave TEAD-YAP block 5.7, MITF inh 7.3, FBW7 activator 0.0 and GPR151 activ 0.2.
Screening CCn1cc(C(=O)NN)c(=O)c2cc(F)c(N3CCCC3)cc21 returned TEAD-YAP block 4.4, MITF inh -5.6, FBW7 activator -0.1 and GPR151 activ -0.9.
For CCCC(CCC)C(=O)Nc1ccc2c(c1)N(C(=O)c1oc(=O)c3ccccc3c1-c1ccc(C)cc1)c1ccccc1CC2 the results were TEAD-YAP block 5.9, MITF inh 5.7, FBW7 activator -0.2 and GPR151 activ 1.5.
Screening Cn1c(COc2ccc([N+](=O)[O-])cc2)c(C#N)c2ccccc21 returned TEAD-YAP block -2.2, MITF inh 21.3, FBW7 activator 0.8 and GPR151 activ 0.5.
Screening CN(C)c1ccc(C2CC(=O)C3=C(C2)Nc2ccccc2NC3c2ccccc2)cc1 (configuration not stated) returned TEAD-YAP block -14.4, MITF inh 20.2, FBW7 activator 0.1 and GPR151 activ 0.9.
For COC(=O)CN1C(=O)S/C(=C/c2cccc(Br)c2)C1=O the results were TEAD-YAP block 9.8, MITF inh 4.8, FBW7 activator -0.1 and GPR151 activ 0.5.
`O=C(CCc1ccccc1)NNC(=O)COc1cccc(C(F)(F)F)c1` gave TEAD-YAP block -7.1, MITF inh -3.1, FBW7 activator 0.0 and GPR151 activ 0.0.
`Cn1nccc1Nc1nc2ccc(C(=O)NCCOc3ccccc3)cc2s1` gave TEAD-YAP block -43.0, MITF inh -3.8, FBW7 activator 0.5 and GPR151 activ 0.1.
CC(C)(C)c1ccc(/C=N/N=C2\C(=O)Nc3ccccc32)cc1 was read as TEAD-YAP block 1.6, MITF inh -2.4, FBW7 activator -0.2 and GPR151 activ 0.5.
For COc1cccc(OC)c1CNc1nc(C)c(-c2ccn(CC3CCCN(C)C3)n2)s1 (configuration not stated) the results were TEAD-YAP block 0.8, MITF inh 6.9, FBW7 activator 0.1 and GPR151 activ 1.4.
`CCCCC(CC)CNC(=O)C(=O)NCCc1ccc(OC)c(OC)c1` (configuration not stated) gave TEAD-YAP block -6.8, MITF inh -9.6, FBW7 activator 0.0 and GPR151 activ 0.7.
COc1cccc(OC)c1OCCNCCO was read as TEAD-YAP block -7.0, MITF inh 9.3, FBW7 activator 0.3 and GPR151 activ 0.4.
For O=C(Nc1ccc(N2CCCCS2(=O)=O)cc1)c1ccc(-c2ccccc2)cc1 the results were TEAD-YAP block 0.6, MITF inh 3.2, FBW7 activator 0.0 and GPR151 activ -0.2.
Screening CCOC(=O)N1CCN(c2c(NCCCOC(C)C)c(=O)c2=O)CC1 returned TEAD-YAP block 6.7, MITF inh -10.2, FBW7 activator 0.0 and GPR151 activ 0.6.
`CCc1nc2ccccc2n1CC(=O)Nc1ccc(C)c(S(=O)(=O)N2CCCCC2)c1` gave TEAD-YAP block -1.5, MITF inh -10.9, FBW7 activator 0.0 and GPR151 activ 0.6.
`CCCN1CCC(NC(=S)Nc2ccc(S(N)(=O)=O)cc2)CC1` gave TEAD-YAP block 9.8, MITF inh 11.4, FBW7 activator 0.8 and GPR151 activ 3.9.
Screening COC(=O)CSc1ncnc2c1nnn2-c1ccc(OC)cc1 returned TEAD-YAP block 4.0, MITF inh 4.1, FBW7 activator 0.1 and GPR151 activ -0.3.
For O=C(Nc1ccc(Oc2ccccc2)cc1)c1cccc(-c2ccc(N3CCOCC3)nc2)c1 the results were TEAD-YAP block -29.1, MITF inh 9.1, FBW7 activator 0.0 and GPR151 activ -1.5.
O=C(CCN1C(=O)C2C3C=CC(C3)C2C1=O)Nc1ccc(OCc2ccccc2)cc1 (configuration not stated) was read as TEAD-YAP block 0.7, MITF inh 12.4, FBW7 activator 0.1 and GPR151 activ 2.5.
CC(NC(=O)c1ccc(N(C)S(C)(=O)=O)cc1)c1ccccc1 (configuration not stated) was read as TEAD-YAP block 0.2, MITF inh 14.2, FBW7 activator 0.3 and GPR151 activ -1.7.
`CCOC(=O)c1ccc(NC(=O)C(CC)c2ccccc2)cc1` (configuration not stated) gave TEAD-YAP block 2.0, MITF inh -4.4, FBW7 activator 0.2 and GPR151 activ -1.3.
CCOc1ccc(S(=O)(=O)N(CCOC)Cc2ccsc2)cc1C was read as TEAD-YAP block 4.9, MITF inh 13.9, FBW7 activator 0.9 and GPR151 activ -0.3.
For COc1ccc(Nc2cc(N3CCOCC3)c3nonc3c2[N+](=O)[O-])cc1 the results were TEAD-YAP block 5.8, MITF inh 4.9, FBW7 activator 0.2 and GPR151 activ -0.3.
For COc1ccc2nc3oc(C(=O)NCCCN4CCc5ccccc5C4)cc3cc2c1 the results were TEAD-YAP block -28.6, MITF inh -3.8, FBW7 activator 0.0 and GPR151 activ 1.4.
Screening Cc1cccc2sc(N(Cc3ccccn3)C(=O)CCOc3ccccc3)nc12 returned TEAD-YAP block -13.8, MITF inh -6.3, FBW7 activator 0.3 and GPR151 activ 5.8*.
Screening COC(=O)c1ccc(Nc2ncnc3c2cnn3C)cc1 returned TEAD-YAP block -9.5, MITF inh -4.2, FBW7 activator 0.2 and GPR151 activ 0.0.
For COc1cccc(C(=O)OCCN2CCOCC2)c1 the results were TEAD-YAP block -5.6, MITF inh 22.6, FBW7 activator 0.8 and GPR151 activ -3.0.
`O=C(Nc1ccc(Br)cc1C(=O)O)c1cc([N+](=O)[O-])cc([N+](=O)[O-])c1` gave TEAD-YAP block 4.2, MITF inh 8.0, FBW7 activator 0.9 and GPR151 activ 0.6.
`N#CCc1nc2sc3c(c2c(=O)[nH]1)CCCC3` gave TEAD-YAP block 2.7, MITF inh 8.3, FBW7 activator 0.1 and GPR151 activ -0.2.
COC(=O)c1cccc(NC(=O)c2ccc(Cl)c(Cl)c2)c1 was read as TEAD-YAP block -70.6, MITF inh -8.0, FBW7 activator -0.1 and GPR151 activ 1.3.
For CCOC(=O)c1ccc(N(C)S(=O)(=O)c2ccccc2)cc1 the results were TEAD-YAP block -3.0, MITF inh 0.2, FBW7 activator 0.0 and GPR151 activ 0.0.
For COc1cc(/C(C)=N/NS(=O)(=O)c2ccc(Br)cc2)cc(OC)c1OC the results were TEAD-YAP block 5.4, MITF inh 9.7, FBW7 activator 0.1 and GPR151 activ -0.9.
`CN(C)CC(C)(O)c1ccc2c(c1)CN(Cc1nc3ccccc3s1)CCO2` (configuration not stated) gave TEAD-YAP block -2.5, MITF inh 14.9, FBW7 activator 0.2 and GPR151 activ 1.2.
Screening O=C(NCc1ccccc1)C(=O)Nc1cccc(F)c1 returned TEAD-YAP block -46.5, MITF inh 10.2, FBW7 activator 0.3 and GPR151 activ -0.6.
COc1ccc(C(=O)NCCC(=O)N2CCOCC2)cc1OC was read as TEAD-YAP block 10.5, MITF inh -6.7, FBW7 activator -0.1 and GPR151 activ -0.5.
Screening O=C1NC(c2ccc(O)cc2)c2c(-c3ccccc3)n[nH]c21 (configuration not stated) returned TEAD-YAP block -7.4, MITF inh -1.7, FBW7 activator -0.1 and GPR151 activ -1.0.
`Cc1cc(C(=O)Nc2nc3ccc(F)cc3s2)n(C)n1` gave TEAD-YAP block -44.6, MITF inh -1.0, FBW7 activator -0.1 and GPR151 activ -8.9.
O=[N+]([O-])c1ccc(CSc2nnc(-c3cccnc3)n2Cc2ccccc2)cc1 was read as TEAD-YAP block -6.5, MITF inh 6.5, FBW7 activator 0.0 and GPR151 activ -0.8.
`CC1Sc2cc(S(=O)(=O)N3CCN(C4CCCCC4)CC3)ccc2NC1=O` (configuration not stated) gave TEAD-YAP block 8.8, MITF inh 2.7, FBW7 activator 0.0 and GPR151 activ 1.4.
For Cc1ccc(C)c(Cc2c(C)nc3c(C(=O)NCc4ccccc4Cl)cnn3c2C)c1 the results were TEAD-YAP block -6.4, MITF inh -1.3, FBW7 activator -0.1 and GPR151 activ 0.3.
`CCCN1CCN(c2ncnc3sc(C(=O)Nc4ccc(F)cc4Cl)c(C)c23)CC1` gave TEAD-YAP block -27.8, MITF inh -2.6, FBW7 activator -0.2 and GPR151 activ 0.8.
For NNc1nc2ccccc2nc1-c1ccccc1 the results were TEAD-YAP block -58.4, MITF inh -5.3, FBW7 activator 0.0 and GPR151 activ -1.1.
COCc1ccc(C(=O)NCC2CCC3(CCN(CC=C(C)C)CC3)O2)o1 (configuration not stated) was read as TEAD-YAP block -1.3, MITF inh 14.3, FBW7 activator 0.1 and GPR151 activ -0.2.
Cc1cccc(N(CC(=O)NC2CCCCC2)C(=O)CCC(=O)Nc2nccs2)c1 was read as TEAD-YAP block -3.9, MITF inh -7.3, FBW7 activator 0.2 and GPR151 activ 0.1.
For O=C(CNc1ccccc1)N/N=C/c1cc([N+](=O)[O-])ccc1O the results were TEAD-YAP block 23.3, MITF inh 54.0*, FBW7 activator -0.2 and GPR151 activ 4.7.
`CCN(CC)C(=O)CSc1nc2c(cc1C#N)C1CCN2CC1` gave TEAD-YAP block 8.0, MITF inh 13.9, FBW7 activator 0.1 and GPR151 activ 2.8.
`O=C(Nc1ccncc1)c1ccc([N+](=O)[O-])cc1[N+](=O)[O-]` gave TEAD-YAP block 19.5, MITF inh -8.3, FBW7 activator 0.0 and GPR151 activ 1.2.
CCCCNC(=O)CCc1c(C)nc2c3c(C)cc(C)nc3nn2c1C was read as TEAD-YAP block 6.8, MITF inh 9.5, FBW7 activator 0.4 and GPR151 activ -0.9.

Structural class: the compounds so far containing fluorine (6)
For COc1ccc(-c2cc(C(F)(F)F)n3ncnc3n2)cc1 the results were TEAD-YAP block 2.7, MITF inh 8.2, FBW7 activator -0.1 and GPR151 activ 0.1.
Screening CCn1cc(C(=O)NN)c(=O)c2cc(F)c(N3CCCC3)cc21 returned TEAD-YAP block 4.4, MITF inh -5.6, FBW7 activator -0.1 and GPR151 activ -0.9.
`O=C(CCc1ccccc1)NNC(=O)COc1cccc(C(F)(F)F)c1` gave TEAD-YAP block -7.1, MITF inh -3.1, FBW7 activator 0.0 and GPR151 activ 0.0.
Screening O=C(NCc1ccccc1)C(=O)Nc1cccc(F)c1 returned TEAD-YAP block -46.5, MITF inh 10.2, FBW7 activator 0.3 and GPR151 activ -0.6.
`Cc1cc(C(=O)Nc2nc3ccc(F)cc3s2)n(C)n1` gave TEAD-YAP block -44.6, MITF inh -1.0, FBW7 activator -0.1 and GPR151 activ -8.9.
`CCCN1CCN(c2ncnc3sc(C(=O)Nc4ccc(F)cc4Cl)c(C)c23)CC1` gave TEAD-YAP block -27.8, MITF inh -2.6, FBW7 activator -0.2 and GPR151 activ 0.8.

Later entries.
For O=C(NC1CCN(S(=O)(=O)c2ccccc2)CC1)NC12CC3CC(CC(C3)C1)C2 the results were TEAD-YAP block -1.8, MITF inh 13.0, FBW7 activator -0.1 and GPR151 activ -1.4.
`O=[N+]([O-])c1cc(C(F)(F)F)ccc1NCCNS(=O)(=O)c1ccc(Cl)cc1` gave TEAD-YAP block 5.9, MITF inh 11.5, FBW7 activator 0.0 and GPR151 activ 3.0.
Screening CN1CCN(Cc2n[nH]c(=S)n2-c2ccc3ccccc3c2)CC1 returned TEAD-YAP block 1.8, MITF inh 47.6, FBW7 activator -0.1 and GPR151 activ -0.5.
Cc1ccc(C)c(-c2cc(C(=O)NN3CCOCC3)c3ccccc3n2)c1 was read as TEAD-YAP block -2.0, MITF inh -1.7, FBW7 activator 0.0 and GPR151 activ 5.4*.
